From PubChem
TEAD-YAP block: TEAD-YAP interaction inhibition | actives 1.4% (n = 640,000) | HEK-TIYL cells, TEAD-Gal4/YAP UAS-luciferase luminescence | AID 1259422 | inhibition, % at 9.12 µM; in the data active = inhibition above about 32%;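 note: 0% = median of test compound wells and 100% = reference inhibitor wells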
MITF inh: inhibitors of human MITF; O75030; AlphaScreen MITF homodimerization, bead proximity signal; inhibition, % at 2.6 µM; actives 0.91% (n = 650,000); AID 1259374; in the data active = inhibition above about 50%;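 note: 0% = vehicle wells with protein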
Target sequence (O75030 whole entry, looked up): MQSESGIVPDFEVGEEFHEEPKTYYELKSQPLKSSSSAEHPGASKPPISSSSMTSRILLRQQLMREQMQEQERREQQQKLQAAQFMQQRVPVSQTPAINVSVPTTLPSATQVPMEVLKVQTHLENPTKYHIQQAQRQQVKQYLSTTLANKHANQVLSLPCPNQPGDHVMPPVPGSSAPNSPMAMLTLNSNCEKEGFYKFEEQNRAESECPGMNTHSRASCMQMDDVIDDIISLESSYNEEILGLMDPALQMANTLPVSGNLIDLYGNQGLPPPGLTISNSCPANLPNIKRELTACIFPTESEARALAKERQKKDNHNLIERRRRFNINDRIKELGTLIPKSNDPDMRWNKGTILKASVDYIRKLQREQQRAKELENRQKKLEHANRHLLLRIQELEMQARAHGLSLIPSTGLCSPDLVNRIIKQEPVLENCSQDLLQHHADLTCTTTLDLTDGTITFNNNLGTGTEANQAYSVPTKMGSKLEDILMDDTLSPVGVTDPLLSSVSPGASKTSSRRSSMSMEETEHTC
GPR151 activ: human GPR151 activation | Q8TDV0 | PathHunter beta-arrestin GPR151 cells, luminescence | activation, % at 11.2 µM | actives 1% (n = 650,000) | AID 1508602; in the data active = activation above about 4.9%;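 note: 0% = median of compound wells and 100% = cells with positive control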
Target sequence (Q8TDV0 whole entry, looked up): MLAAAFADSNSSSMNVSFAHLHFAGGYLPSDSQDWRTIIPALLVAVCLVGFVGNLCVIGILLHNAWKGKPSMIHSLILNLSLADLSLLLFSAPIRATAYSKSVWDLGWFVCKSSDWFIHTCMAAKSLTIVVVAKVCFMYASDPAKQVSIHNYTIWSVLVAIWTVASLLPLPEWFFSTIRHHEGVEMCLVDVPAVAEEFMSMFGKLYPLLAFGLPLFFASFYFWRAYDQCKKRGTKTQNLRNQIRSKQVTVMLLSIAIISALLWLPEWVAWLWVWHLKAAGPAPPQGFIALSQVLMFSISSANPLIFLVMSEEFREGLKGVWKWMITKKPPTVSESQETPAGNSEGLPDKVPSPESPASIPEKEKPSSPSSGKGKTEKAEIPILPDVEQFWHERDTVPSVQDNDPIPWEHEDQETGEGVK
FBW7 act: human FBW7 E3 ligase activation, primary screen. Q969H0. AlphaScreen FBW7–phospho-cyclin E peptide binding, activator screen. normalized activity (activation), % at 26.1 µM. actives 0.13% (n = 650,000). AID 1259310; in the data active = normalized activity above about 1.9%;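 note: purified mutant Fbw7 with reduced substrate affinity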
Starred values were filed as active, the others as inactive.

The line under a structure holds: TEAD-YAP block, FBW7 act, GPR151 activ, MITF inh
> COc1ccc(S(=O)(=O)NCc2ccc(C(=O)NCc3ccccc3OC)cc2)cc1
→ 0, -0.1, 0.2, 5
> Cc1nc(N2CCC(C(N)=O)CC2)c2c(C)c(C)sc2n1
→ 7, 0.0, 1.0, 10
> CCOC(=O)c1ccc(NC(=O)c2c(NCc3ccc(OC)c(OC)c3OC)sc3c2CCCC3)cc1
→ 0, 0.0, -1.3, 4
> O=C(O)CCn1cc(/C=C2/NC(=S)N(c3ccccc3)C2=O)c(-c2ccccc2)n1
→ 10, -0.1, 1.3, 3
> Cc1cc(C)c(C#N)c(SCC(=O)N(CC(C)C)C2CCS(=O)(=O)C2)n1 (stereo unspecified)
→ 10, 0.2, 0.8, -4
> COCCCN1C(=O)/C(=C\c2ccc(OC)cc2)C(C(=O)OC)=C1C
→ -6, -1.1, 0.7, 6
> COc1ccc(-c2ccc(NS(=O)(=O)c3cc(F)ccc3F)cc2)nn1
→ -13, 0.0, -0.2, -11
> COc1ccc(S(=O)(=O)N(C)C)c(Cl)c1Cl
→ -43, -0.1, 16*, 1
> N#Cc1ccccc1NC(=O)CNCC1CCCO1 (stereo unspecified)
→ -8, -0.1, 1.1, 4
> C=CCn1c(SCc2nnc(-c3ccc([N+](=O)[O-])cc3)o2)nnc1-c1ccoc1C
→ -15, -0.1, 4.2, 3
> O=C(CSc1nc2ccc(NC(=O)c3ccc(Cl)c(Cl)c3)cc2s1)Nc1ccc([N+](=O)[O-])cc1
→ -7, -0.1, 1.5, 8
> CC(C)n1nnnc1C(c1ccccc1F)N1CCN(C)CC1 (stereo unspecified)
→ -13, 0.1, -0.8, 9
> O=C(O)c1cc(C(=O)O)cc(N2C(=O)c3ccc(Oc4ccc([N+](=O)[O-])cc4)cc3C2=O)c1
→ -10, 0.1, -0.1, 8
> O=C(O)c1cc(NC(=O)c2cccc(F)c2)cc(NC(=O)c2cccc(F)c2)c1
→ -4, 0.3, -1.2, 13
> Cc1cc(C(=O)Nc2ccon2)c(C)o1
→ 1, -0.2, 0.7, 9
> CCOC(=O)CC(N)c1cccc([N+](=O)[O-])c1 (stereo unspecified)
→ 6, 0.0, -0.1, 7
> COCC1CCN(C(=O)c2cc(COc3ccc(F)cc3F)on2)C1 (stereo unspecified)
→ -2, 0.1, -2.0, 21
> O=C(/C=C/c1ccccc1[N+](=O)[O-])Nc1ccc(S(=O)(=O)Nc2ncccn2)cc1
→ 6, 0.3, -0.1, 2
> Brc1c(OCCOCCn2cncn2)ccc2ccccc12
→ -48, 0.0, 0.5, 5
> Cc1noc(/C=C/N(C)C)c1S(=O)(=O)N(C)C(c1ccccc1)c1ccccc1
→ 11, 0.0, -0.1, 9

Reprinted from the part before: 2 entries, then new ones.
The line under a structure holds: TEAD-YAP block, FBW7 act, GPR151 activ, MITF inh
> Brc1c(OCCOCCn2cncn2)ccc2ccccc12
→ -48, 0.0, 0.5, 5
> Cc1noc(/C=C/N(C)C)c1S(=O)(=O)N(C)C(c1ccccc1)c1ccccc1
→ 11, 0.0, -0.1, 9
> CCOC(=O)N1CCN(c2csc3ccc(OC)cc3c2=O)CC1
→ -1, -0.1, -3.6, -3
> CCOC(=O)C1CCCN(C(=S)Nc2ccc(F)cc2)C1 (stereo unspecified)
→ 14, 0.2, -0.5, -12
> CCCCC(=O)N/N=C(\C)CC(=O)Nc1cc(OC)ccc1OC
→ -3, 0.1, -0.4, 8
> CNC(=O)c1c(NC(=O)c2ccc(OC)cc2)sc2c1CCCC2
→ -2, -0.1, 0.8, -7
> CCOC(=O)CSc1nc2c(sc(=S)n2-c2cc(OC)ccc2OC)c(=O)n1C1CCCCC1
→ -3, -0.1, -0.4, 9
> Cc1nnc2c(Nc3ccc4c(c3)OCO4)nc3ccccc3n12
→ 11, 0.7, 0.3, 15
> COc1ccc(OC)c(NC(=O)C2=C(C)NC(=S)NC2c2ccc(C(C)C)cc2)c1 (stereo unspecified)
→ -2, 0.0, -1.6, -7
> CCCCN(CCC(N)=O)S(=O)(=O)c1ccc(C)cc1
→ 6, 0.0, 2.4, 9
> Cc1ccc(C)c(-n2c(SCC(=O)Nc3nonc3C)nnc2-c2ccoc2C)c1
→ 13, -0.1, 0.3, 6
> CCOC(=O)c1c(NC(=O)/C=C/c2ccco2)sc2c1CCCC2
→ 7, 0.1, 0.8, 7
> CCN(CC)S(=O)(=O)c1ccc2c(c1)c(=O)c(C(=O)N(C)CC(OC)OC)cn2C
→ 6, 0.0, 0.1, 11
> Cc1ccc(OCC(=O)N(Cc2ccc(N(C)C)cc2)C2CCS(=O)(=O)C2)cc1 (stereo unspecified)
→ 11, -0.1, -0.9, 13
> OC[C@H]1O[C@@H](n2cnc3c(N[C@H]4CC5CCC4C5)ncnc32)[C@H](O)[C@@H]1O (stereo partly specified)
→ -13, 0.0, 1.7, 16
> COc1ccc(CCNC(=O)C(=O)Nc2ccc(C)c(C)c2)cc1OC
→ -2, 0.1, -1.4, 1
> c1ccc2c(Nc3cc(Nc4ccc5c(c4)OCO5)ncn3)nccc2c1
→ -12, 1.1, 3.0, 17
> Cc1ccc(NC(=S)NN2CCN(C)CC2)c(C)c1
→ 1, 0.0, 0.7, 8
> O=C(CN1CCOCC1)N/N=C/c1ccc(OCc2cccc(Cl)c2)cc1
→ -3, 0.3, -1.7, 1
> CCOc1ccc2nc(/N=C(\N)NC(=O)COc3ccc(Cl)cc3)nc(C)c2c1
→ -2, -0.3, 0.1, -9
> CCN(CC)c1ccc2c(C)c(I)c(=O)oc2c1
→ -19, 0.9, -0.4, -3
> Cc1cc(C)cc(OCC(=O)Nc2cccc(C(=O)O)c2)c1
→ -10, 0.0, -1.0, -26

Entries of single compounds, quoted from the list. Order of screens: TEAD-YAP block, FBW7 act, GPR151 activ, MITF inh
`O=C(CN1CCOCC1)N/N=C/c1ccc(OCc2cccc(Cl)c2)cc1` is entered as -3, 0.3, -1.7, 1
`COc1ccc(OC)c(NC(=O)C2=C(C)NC(=S)NC2c2ccc(C(C)C)cc2)c1` (stereo unspecified) is entered as -2, 0.0, -1.6, -7
`c1ccc2c(Nc3cc(Nc4ccc5c(c4)OCO5)ncn3)nccc2c1` is entered as -12, 1.1, 3.0, 17

(listing goes on)
The line under a structure holds: TEAD-YAP block, FBW7 act, GPR151 activ, MITF inh
> C#CCN1C(=O)S/C(=C/c2ccc3c(c2)OCO3)C1=O
→ -10, 1.5, -1.0, 5
> O=C(CSc1ccccc1)Nc1ccc(Oc2ccc3c(c2)C(=O)NC3=O)cc1
→ 1, 0.1, 0.1, -10
> Cn1c(=O)c2c(SCC(=O)NCC3CCCO3)nc(C3CCCCC3)nc2n(C)c1=O (stereo unspecified)
→ 3, -0.4, 1.0, -2
> CSc1nc2n(n1)C(c1ccc(Cl)cc1Cl)C1=C(CCCC1=O)N2 (stereo unspecified)
→ -6, 0.1, -1.1, 18
> Cc1ccc2[nH]c(=O)c3cc(C(=O)NCc4ccco4)sc3c2c1
→ -1, -0.1, 0.2, 0
> Cc1ncn(-c2ccc(Nc3nccc(-c4cc(N5CCOCC5)ccc4S(C)(=O)=O)n3)cc2)n1
→ 0, 0.9, -0.2, 19
> Cc1cccc(Nc2c(-c3ccc(Cl)cc3)c(=O)c2=O)c1
→ -16, 0.1, -2.8, 27
> CCCCSc1nnc2c(n1)OC(/C=C/c1ccc([N+](=O)[O-])o1)Nc1ccc(Br)cc1-2 (stereo unspecified)
→ 24, -0.1, 1.1, 26
> Cc1cc(NC(=O)N(C)C)ccc1C(C)C
→ -27, 0.0, -2.0, 2
> COc1ccccc1OC(=O)/C=C/c1ccccc1
→ 14, 0.2, 0.7, 1
> CCN(CC)C(=O)CSc1nnnn1-c1ccc(F)c(Cl)c1
→ 3, -0.1, -0.6, -18
> c1ccc2oc(SCc3nc4c5c6c(sc5ncn4n3)CCCC6)nc2c1
→ -5, 0.1, 0.8, 13
> Cc1ccc(NC(=O)C2C3C=CC4(O3)C2C(=O)N(CCCN(C)Cc2ccccc2)C4C(=O)NC2CCCCC2)cc1Cl (stereo unspecified)
→ 2, -0.1, 0.5, -3
> Fc1cccc(F)c1CNc1ccc(-c2cccnc2)cn1
→ -101, -0.3, 1.0, -2
> Cc1ccc(C(=O)N2CCC(C)CC2)cc1Cl
→ -18, 0.3, 0.0, 2
> O=C(NCC1Cc2c(F)ccc(-c3ccncc3)c2O1)c1ccc(N2CCCC2)cc1 (stereo unspecified)
→ 1, 0.0, 0.4, 7
> CCN(C(=O)COC(=O)Cn1cnc2c1c(=O)n(C)c(=O)n2C)c1cccc2ccccc12
→ -12, 0.3, -0.9, 13
> COC(=O)c1c(NC(=O)CC2Sc3ccc(C(F)(F)F)cc3NC2=O)sc(C)c1C (stereo unspecified)
→ -14, 0.8, -1.5, -7
> CCOC(=O)N1CCC(N2C(=O)c3ccc(C(=O)NCC(OC)OC)cc3C2=O)CC1
→ 11, -0.1, -0.6, -10
> Cc1c(C(=O)NCc2cccnc2)oc2ccc(S(=O)(=O)N3CCCCCC3)cc12
→ -1, 0.1, 0.3, -11

Of the compounds above, these contain bromine.
The line under a structure holds: TEAD-YAP block, FBW7 act, GPR151 activ, MITF inh
> Brc1c(OCCOCCn2cncn2)ccc2ccccc12
→ -48, 0.0, 0.5, 5
> CCCCSc1nnc2c(n1)OC(/C=C/c1ccc([N+](=O)[O-])o1)Nc1ccc(Br)cc1-2 (stereo unspecified)
→ 24, -0.1, 1.1, 26

New compounds follow.
The line under a structure holds: TEAD-YAP block, FBW7 act, GPR151 activ, MITF inh
> CCOC(=O)c1ccccc1OCc1cc(C2Nc3ccccc3C(=O)N2c2cccc3ccccc23)ccc1OC (stereo unspecified)
→ -18, 0.8, -0.8, -3
> N#Cc1ccc(NC(=O)COC(=O)C2=COCCO2)cc1
→ 10, 0.0, 0.8, -2
> CCNC(=S)NCCNc1nc2cc(C)ccc2cc1C#N
→ -6, 0.0, 1.3, 2
> CCC(=O)Nc1cc(CNC(=O)Cc2ccc3c(c2)OCO3)cc(C(=O)OC)c1
→ 3, -0.1, -0.7, -3
> CC1CCc2c(sc(NC(=O)c3ccccc3Cl)c2C(=O)Nc2ccccc2Cl)C1 (stereo unspecified)
→ 0, -0.2, 3.1, -7
> c1csc(-c2cncc(-c3ccc4[nH]ccc4c3)n2)c1
→ 0, 0.1, 0.1, -7
> C=CCN1C(=O)/C(=C\c2ccc(O)cc2)SC1=S
→ -17, -0.3, -4.6, 1
> OC1CC(c2ccco2)NC2(CCCCC2)C1 (stereo unspecified)
→ -2, 0.5, -0.6, 38
> Cc1ccccc1C(=O)Nc1ccc(Br)c(Cl)c1
→ -78, 0.0, -1.6, 7
> CCOc1cc(C2C(C#N)=C(N)Oc3c2sc2ccccc32)ccc1O (stereo unspecified)
→ -14, -0.1, 3.1, 17
> Cc1ccc2nc(C3CCCN(C(=S)NCC4CCCO4)C3)[nH]c2c1 (stereo unspecified)
→ -2, -0.1, 0.8, 0
> O=C(c1cccc([N+](=O)[O-])c1)N1CCn2c1nc1ccccc12
→ -2, -0.1, -1.1, 10
> COc1ccc(N2CCN(Cc3nc4sc5c(c4c(=O)[nH]3)CCC5)CC2)cc1
→ 8, -0.1, 1.5, -1
> OC(C#CC(O)(c1ccccc1)c1ccccc1)(c1ccccc1)c1ccccc1
→ -2, 0.1, 1.5, 3
> N#Cc1c(-c2ccccc2)c(-c2ccccc2)n(C2CCCCC2)c1NC(=O)CN1C(=O)c2ccccc2C1=O
→ -3, 0.2, 2.4, -4
> C/C(=N\Nc1nc(N2CCCCC2)nc(N2CCCCC2)n1)c1ccccc1
→ 5, 0.0, -0.5, 7
> NC(=O)c1ccc(-c2ccc(C(=O)NCc3ccccc3)s2)cc1
→ -48, 0.1, -2.0, -3
> COc1ccccc1C(=O)Nc1ccc(S(=O)(=O)N2CCCCCC2)cc1
→ 4, -0.1, -0.2, -15
> CCc1ccc(-n2c(=S)sc3c(=O)n(-c4ccccc4C)c(SCC4OCCO4)nc32)cc1
→ 0, 0.0, 1.4, 6
> O=C1CN=C(Nc2ccc(Cl)cc2)N1C1CCCC1
→ -10, 0.1, 0.6, -2

The line under a structure holds: TEAD-YAP block, FBW7 act, GPR151 activ, MITF inh
> COc1ccccc1-n1c(SCC(=O)NCc2ccco2)nc2cccnc21
→ 1, 0.5, -0.9, 11
> CC(=O)N/C(=C/c1ccc([N+](=O)[O-])cc1)C(=O)O
→ 9, 0.3, -0.2, 2
> COC(=O)CN(C)C(=O)c1cc(COc2ccc(OC)cc2Cl)on1
→ -27, 0.4, 0.3, 4
> NS(=O)(=O)c1ccc(NC(=O)COC(=O)CNC(=O)c2ccccc2F)cc1
→ 4, 0.2, 1.1, -7
> CCC(=O)n1c(=O)n(C(=O)CC)c2ccccc21
→ -1, 0.5, -2.3, -8
> COc1ccccc1CN1C(=O)C(C)Oc2ccc([N+](=O)[O-])cc21 (stereo unspecified)
→ 0, -0.2, -0.8, 2
> COc1cc(C(=O)Nc2cccc(-c3nnc(-c4cccc(NC(=O)c5cc(OC)c(OC)c(OC)c5)c4)o3)c2)cc(OC)c1OC
→ 3, 0.4, 0.1, -2
> COc1ccc(-c2cn3nc(SCC(=O)Nc4cccc([N+](=O)[O-])c4)ccc3n2)cc1
→ -73, 0.0, -1.1, 9
> O=C1NC(=O)N(CCc2ccccc2)C(=O)/C1=C/c1cnn(-c2ccccc2)c1
→ -5, -0.3, -0.1, 34
> CN(C)c1cccc(Nc2ccc(-n3cc(CC(=O)NCCCN4CCCC4=O)c4ccccc43)nn2)c1
→ -5, 0.0, 3.5, 2
> COc1ccc(C(=O)On2c(-c3ccc(C(C)(C)C)cc3)nc3ccccc3c2=O)cc1Br
→ 3, -0.2, 3.3, 2
> O=C(NNC(=O)C12CC3CC(CC(C3)C1)C2)c1ccccc1
→ -17, 0.0, -0.3, -18
> CCN(CC)C1CC(=O)N(c2cccc([N+](=O)[O-])c2)C1=O (stereo unspecified)
→ 3, 0.1, 0.6, 1
